High-throughput results from PubChem BioAssay.
ROS inducer – inducers of reactive oxygen species in cancer cells | U2OS ROS induction, H2DCF-DA fluorescence | AID 624156 | actives 2% (n = 46,000) | ROS induction (% of piperlongumine), % at 10 µM; in the data active = ROS induction above about 79%, passing the limit was not always enough;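 also: 0% = DMSO vehicle median and 100% = reference compound median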
* = called active by the depositor; & = joins results of further samples. Not all compounds are listed; rates above refer to the full screens.

SMILES	ROS inducer
COc1ccc(CN(CCN(C)C)c2ccccn2)cc1	-0.9
COc1c(O)cc2c(c1O)C1OC(CO)C(O)C(O)C1OC2=O (centres undefined)	-5.7
CC(N[C@H](C)COc1ccccc1)[C@H](O)c1ccc(O)cc1 (some centres undefined)	-10.2
CC1=NN(c2ccccc2)C(=O)C1	46.1
CC(C)Cc1ccc(C(C)C(=O)O)cc1 (centres undefined)	-11.3
CN1CCC(=C2c3ccccc3CCc3sccc32)CC1	-2.6&6.3
Cc1coc2c1C(=O)C(=O)c1c-2ccc2c1CCCC2(C)C	-1.2
CCC1C(=O)OCC1Cc1cncn1C (centres undefined)	4.8
COc1ccccc1OCC(O)COC(N)=O (centres undefined)	-6.1
CCOC(=O)c1ccc2nc(C(F)(F)F)nc(NCc3ccc(Cl)cc3)c2c1	9.9
O=C(O)COC(=O)Cc1ccccc1Nc1c(Cl)cccc1Cl	-9.8
Cc1nnc(NS(=O)(=O)c2ccc(N)cc2)s1	-5.4
CCC[C@H](N[C@@H](C)C(=O)N1[C@H](C(=O)O)C[C@@H]2CCCC[C@@H]21)C(=O)OCC	-13.2
COc1nc(C)nc(Cl)c1NC1=NCCN1	-9.2
COc1cc2nc(N3CCN(C(=O)C4COc5ccccc5O4)CC3)nc(N)c2cc1OC (centres undefined)	-1.3
O=C1NCC2(CCN(CCc3ccccc3)CC2)O1	-1.3
C[C@H]1c2cccc(O)c2C(=O)C2C(=O)C3(O)C(=O)C(C(N)=O)C(=O)[C@@H](N(C)C)[C@@H]3[C@@H](O)[C@@H]21 (some centres undefined)	-1.4
CCCOc1ccccc1-c1nc2n[nH]nc2c(=O)[nH]1	6.6
C1=NC(Cc2cccc3ccccc23)NC1 (centres undefined)	21.6
NS(=O)(=O)c1cc2c(cc1C(F)(F)F)NC(Cc1ccccc1)NS2(=O)=O (centres undefined)	-7.1
C[C@]12CC[C@H]3[C@@H](CCC4=CC(=O)CC[C@@]43C)[C@@H]1CC[C@@H]2C(=O)CO	-6.7
Cc1ccc(Cl)cc1N(CC(=O)Nc1c(F)cccc1F)S(C)(=O)=O	155.8*
O=C(O)CCC/C=C\C[C@H]1C(=O)C[C@@H](O)[C@@H]1/C=C/[C@@H](O)CCc1ccccc1	-4.9
CC(C)Cc1ccc([C@H](C)C(=O)O)cc1	-6.5
CC1CC[C@]2(C(=O)O)CC[C@]3(C(=O)O)C(=CCC4[C@@]5(C)CC[C@H](O[C@@H]6O[C@H](CO)[C@@H](O)[C@H](O)[C@H]6O)C(C)(C)C5CC[C@]43C)C2C1C (some centres undefined)	-8.2
O=C(O)[C@@H]1[C@H]2C[C@H]3c4[nH]c5ccccc5c4CCN3C[C@@H]2CC[C@@H]1O	-13.8&0.7
O=C(O)CN1C(=O)c2cccc3cccc(c23)C1=O	-6.8
C=C1c2cccc(O)c2C(=O)C2C(=O)[C@]3(O)C(=O)C(C(N)=O)C(=O)[C@@H](N(C)C)[C@@H]3[C@@H](O)[C@H]12 (some centres undefined)	-1.3
c1ccc2c(CC3=NCCN3)cccc2c1	-3.9
Cc1onc(-c2ccccc2Cl)c1C(=O)N[C@@H]1C(=O)N2[C@@H]1SC(C)(C)[C@@H]2C(=O)O	-8.3
CC(=O)[C@H]1CC[C@H]2[C@@H]3C[C@H](C)C4=CC(=O)CC[C@]4(C)[C@H]3[C@@H](O)C[C@]12C	16.1
